INS promoter inh – TRM-6 insulin promoter activity inhibition; inhibition, % at 2 µM; actives 0.9% (n = 130,000); TRM-6 cells (human fetal islet line), insulin promoter-eGFP reporter, imaging; reporter expression induced with tamoxifen;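 active means inhibition above the mean plus 3 SD, with well images judged a real hit on visual review, cut at about 60% in these data, passing the limit was not always enough; inconclusive means inhibition over the cutoff but images rejected on review; inactive means inhibition not above the cutoff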
SDO1 yeast rescue – sdo1-depleted yeast growth rescue; AID 817; S. cerevisiae sdo1-depleted JHY4D growth rescue, OD600 30 h; hits give high values; pdr5 snq2 efflux-pump mutant strain; z-score at 10 µM; actives 0.21% (n = 140,000);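 active means z-score above 3 at both the 24 hr and the 30 hr optical density reads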;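 further: z-score against mean and SD of all compound wells on the same plate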
SDO1 yeast rescue Rescue 24 h – also measured in SDO1 yeast rescue; calls as there; z-score; S. cerevisiae sdo1-depleted JHY4D growth rescue, OD600; measured here: growth rescue at 24 h;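 0 is the plate mean of compound wells and units are plate SD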
* hit, by the source's call; ? = inconclusive; / = no result given. This is a subset; count on the stated rates, not on these rows.

The line under a structure holds: INS promoter inh | SDO1 yeast rescue | SDO1 yeast rescue Rescue 24 h
CCN(CC)S(=O)(=O)c1ccc(N2CCOCC2)c(NC(=O)c2ccc(F)cc2)c1
 : -8 | / | /
CCCCNC(=O)Cn1cnc2sc(C(=O)OCC)c(C)c2c1=O
 : / | -0.64 | -0.74
Cc1c(C(=O)c2ccc(Cl)c([N+](=O)[O-])c2)c2ccccn2c1CCC#N
 : ? | -1.1 | -0.86
CCOC(=O)C(NC(=O)CCl)(Nc1sc(C)c(CC)c1C#N)C(F)(F)F (stereo not given)
 : 26 | 0.32 | 0.5
CN(C)CCOC(=O)c1sc2ccccc2c1Cl
 : -62 | / | /
COC(=O)c1cc(-c2ccc3c(c2)OCO3)nc2ccccc12
 : -12 | -1.5 | -1.1
O=C(Oc1ccc(N(Cc2cccs2)C2=NS(=O)(=O)c3ccccc32)cc1)c1ccc(Cl)cc1
 : 40 | 0.71 | 0.89
O=C(Nc1ncc(S(=O)(=O)c2ccc([N+](=O)[O-])cc2)s1)c1cccc2ccccc12
 : 50 | 0.37 | 0.36
COc1cc2c(cc1OC)CN(c1nc(CN3CCOCC3)nc3sc4c(c13)CCC(C)C4)CC2 (stereo not given)
 : 56 | -1.7 | -1.4
CCc1noc(C)c1C(=O)NCCc1ccc(OC)c(OC)c1
 : 9 | 0.91 | 1.3
O=C(Nc1ccc(N2CCOCC2)cc1)c1ccc(S(=O)(=O)N2CCCCC2)cc1
 : / | -0.13 | -0.88
Cc1sc2ncnc(Sc3nc4ccccc4s3)c2c1C
 : 14 | 0.02 | -0.34
O=C(COc1ccc(Cl)cc1Cl)N1CCCCCC1
 : 12 | -1.2 | -0.64
CC(=O)NS(=O)(=O)c1ccc(NC(=O)CCC2CCCC2)cc1
 : 28 | 0.17 | 0.69
Cc1cc(C(=O)CSc2nc3ccccc3c(=O)n2C)c(C)n1Cc1ccc2c(c1)OCO2
 : 43 | -1.3 | -0.21
O=C(N/N=C/c1ccc(Sc2ccccn2)o1)c1cccc([N+](=O)[O-])c1
 : / | -0.2 | -0.81
Cc1ccc(CCNC(=O)CN2C(=O)COc3ccccc32)cc1
 : 29 | -0.37 | -0.89
S=C(NCCc1ccccc1)NC1CCC(NC(=S)NCCc2ccccc2)CC1 (stereo not given)
 : 5 | / | /
N/C(Cc1ccc(Cl)cc1Cl)=N\OC(=O)c1cccs1
 : 16 | -2.2 | -1.2
Cn1cnnc1SCC(=O)Nc1ccc(S(=O)(=O)N2CCCC2)cc1
 : 10 | -0.66 | -1.3

Compounds above with four or more nitrogen atoms:
The line under a structure holds: INS promoter inh | SDO1 yeast rescue | SDO1 yeast rescue Rescue 24 h
COc1cc2c(cc1OC)CN(c1nc(CN3CCOCC3)nc3sc4c(c13)CCC(C)C4)CC2 (stereo not given)
 : 56 | -1.7 | -1.4
O=C(N/N=C/c1ccc(Sc2ccccn2)o1)c1cccc([N+](=O)[O-])c1
 : / | -0.2 | -0.81
S=C(NCCc1ccccc1)NC1CCC(NC(=S)NCCc2ccccc2)CC1 (stereo not given)
 : 5 | / | /
Cn1cnnc1SCC(=O)Nc1ccc(S(=O)(=O)N2CCCC2)cc1
 : 10 | -0.66 | -1.3

(further entries)
The line under a structure holds: INS promoter inh | SDO1 yeast rescue | SDO1 yeast rescue Rescue 24 h
CCOC(=O)/C(C#N)=C\c1c(C)cc(C)c(COC(C)=O)c1C
 : 6 | -0.55 | -0.53
Cc1ccc(OCC(=O)Nc2cccc(-c3nnc(-c4ccccc4)o3)c2)cc1
 : / | 0.92 | 1.1
CC(C(=O)NCC1CCCCC1)N1CCc2ccccc2C1 (stereo not given)
 : -36 | / | /
Cn1c(CCN2CCOCC2)nc2cc(NC(=O)c3cccs3)ccc21
 : 8 | / | /
Cc1ccc(S(=O)(=O)NCC(=O)OCC(=O)NC(=O)c2cccn2C)cc1
 : 0 | -0.29 | -1.1
CCOC(=O)c1ccc(NC(=O)c2ccc(NS(C)(=O)=O)cc2)cc1
 : -23 | -0.23 | -0.7
CCOC(=O)N/N=C(\C)c1ccc(Br)cc1
 : 40 | 1 | 0.04
CCOC(=O)N1CCN(c2ncnc3c2[nH]c2ccc(OC)cc23)CC1
 : 91* | 0.06 | -0.55
CC1CCCCC1NC(=O)CSc1nnc(-c2ccccc2)n1N (stereo not given)
 : 19 | 0.43 | -0.01
COc1cc(CNCc2ccccn2)ccc1OCc1ccc(Cl)cc1Cl
 : / | -1.4 | -0.23
COc1ccc([N+](=O)[O-])cc1NC(=O)CSCc1ccccc1C
 : -36 | -0.91 | -0.58
CCSC1=N/C(=C\c2ccc(-c3ccccc3[N+](=O)[O-])o2)C(=O)S1
 : 26 | -0.53 | 0.42
Cc1c(NC(=O)OC(C)C)sc(=S)n1C
 : -8 | -0.71 | -0.84
Cc1ccc(O)c(C(=O)/C=C/c2ccc3c(c2)OCCCO3)c1
 : 21 | -1.4 | -1.5
CCCn1c(SCC(=O)NCCc2ccc(Cl)cc2Cl)n[nH]c1=O
 : / | 0.23 | -0.33
CC(/C=N/N1CCN(c2ccccc2)CC1)=C\c1ccccc1
 : / | -0.56 | -1.1
CCC1CCC(NC2CCCCNC2=O)CC1 (stereo not given)
 : 45 | 1.4 | 1.3
Cc1ccc(CNC(=O)c2ccc(CN3CCOCC3)cc2)cc1
 : / | 0.09 | 0.76
CC(C)OC(=O)c1ccc(Cn2nnc3ccccc3c2=O)cc1
 : 59 | -0.79 | -0.37
CC(C)N(Cc1ccccc1)C(=S)Nc1ccc(OC(F)F)cc1
 : -7 | -1.1 | -0.27
CCOC(=O)N1CCN(CC(=O)Nc2ccc([N+](=O)[O-])cc2C(=O)Nc2ccccc2F)CC1
 : 30 | -0.21 | 0.05
Oc1c(Cl)cc(Cl)cc1C=Nc1ccc(Br)cc1
 : -16 | -0.96 | -1.2
CC12CCC(C(=O)NCCN3CCCCC3)(CC1=O)C2(C)C (stereo not given)
 : 32 | 1.4 | 1.3
O=C(c1cn(CC(=O)N2CCCC2)c2ccccc12)C1CCCCC1
 : -67 | 0.46 | 0.26
Cc1cccn2c(=O)c(C=Nc3ccccc3)c(NCCO)nc12
 : -43 | 1.4 | 0.86
O=C(CCCCCN1C(=O)CCC1=O)Nc1ncn[nH]1
 : 0 | 0.27 | 0.06
COc1ccc(C(=O)CSc2ccc(-c3ccco3)nn2)cc1
 : / | -0.29 | -0.79
O=C(OCc1nc(-c2ccccc2)oc1COC(=O)c1ccco1)c1ccco1
 : / | -0.64 | -0.3
CCOC(=O)c1cnc(SCC(=O)Nc2sc(C)c(C)c2C#N)nc1N
 : -9 | -1.2 | -0.75
NC(=O)COC(=O)c1ccc2c(c1)S(=O)(=O)N=C1CCCCCN12
 : -8 | 0.78 | 2.2
CC(/C=C/c1ccccc1)=N\Nc1nc(-c2ccccc2)cs1
 : 0 | -1.1 | -0.65
O=C(CSc1ccc(-c2ccccc2)nn1)N1CCCCC1
 : 38 | / | /
CC(C)Nc1nnc(SCC(=O)c2c(N)n(Cc3ccccc3)c(=O)n(C)c2=O)s1
 : 46 | -0.12 | -0.59
COc1ccccc1CC(NC(C)=O)C(=O)NC1CCN(c2nnnn2-c2ccccc2)CC1 (stereo not given)
 : -3 | -0.05 | -0.94
Cc1ccc(C(=O)COC(=O)CCC(=O)Nc2ccccc2Cl)cc1[N+](=O)[O-]
 : 25 | 0.92 | 0.53
CC(C)NC(=O)c1ccc(N2CCOCC2)nc1
 : -22 | 0.55 | 0.79
COc1ccccc1S(=O)(=O)Cc1ccc(C(=O)NCCN2CCCC2)o1
 : / | 1 | 1.1
CC(C)c1ccc(NC(=O)CSc2nnc(-c3ccccn3)n2C)cc1
 : -65 | -0.92 | -0.34
COc1ccc(/C=C2\CCC(C3CCCC3)C2=O)cc1Cn1cccn1 (stereo not given)
 : -36 | -0.25 | -0.16
CC1(C)N=C(C(=O)c2ccccc2)N(O)C1(C)O (stereo not given)
 : / | 2.1 | 1.1
CN1CCN(C(=O)C2(NC(=O)Nc3ccccc3Cl)CCCCC2)CC1
 : -58 | 0.47 | 0.42
Cc1ccc(CN(c2ccc(C(=O)N3CCOCC3)cc2)S(C)(=O)=O)cc1
 : -23 | 0.24 | 0.14
CC(C)[C@H](NC(=O)[C@H](CC(=O)O)NC(=O)[C@H](CCCCN)NC(=O)[C@@H](N)CCCN=C(N)N)C(=O)N[C@@H](Cc1ccc(O)cc1)C(=O)O
 : -9 | -0.26 | -0.79
CC1(C)C2CCC(C2)C1(C)NC(=O)CN1CCOCC1 (stereo not given)
 : / | 0.53 | 1.1
Cc1[nH]n(-c2ccccc2)c(=O)c1CCOC(=O)c1ccc(C(F)(F)F)cc1
 : 21 | 0 | -0.47
COc1ccc(CCNC(=O)C2CCN(S(=O)(=O)c3cccc4nsnc34)CC2)cc1OC
 : -8 | 1.4 | 0.77
Cc1nn(Cc2ccc(F)cc2)c(C)c1NC(=O)CCCn1nc([N+](=O)[O-])cc1C
 : 18 | / | /
CCC1CC2CC(NC(C)=O)C1C2 (stereo not given)
 : 23 | 1.5 | 1.1
CC(N=C1NS(=O)(=O)c2ccccc21)c1ccccc1 (stereo not given)
 : / | 1 | 1.2
CN1CCN(CCCN2c3ccccc3Sc3ccc(C(F)(F)F)cc32)CC1
 : -5 | -2 | -0.67

(cont.)
The line under a structure holds: INS promoter inh | SDO1 yeast rescue | SDO1 yeast rescue Rescue 24 h
Cc1c(Cl)cnc(NC(=O)COC(=O)C(NC(=O)c2ccco2)C(C)C)c1Cl (stereo not given)
 : 17 | -0.31 | -1.1
CCc1nnc(NC(=O)CSc2nnc(CNc3ccc(Cl)cc3)o2)s1
 : 29 | 0.94 | 2.1
CCOC(=O)C1(CCc2ccccc2)CCN(C(=O)CN2CCOC2=O)CC1
 : -11 | / | /
CC(C)COC(=O)C(C)Nc1n[nH]c(=S)[nH]c1=O (stereo not given)
 : 3 | / | /
CN(C)C(=O)CSc1cccc2cccnc12
 : -54 | 0.73 | 0.01
CCN1C(=O)c2cccc3c(NC(=O)c4ccccc4)ccc1c23
 : 19 | -0.09 | 0.32
Cc1cc(SCNC(=O)c2ccccc2)ncn1
 : 31 | 0.55 | 0.44
COc1ccccc1NC(=O)/C(=N/OCc1ccc(F)cc1)C(C)=O
 : -7 | / | /
CN(C)C(=O)c1cnc(Sc2ncc(C(F)(F)F)cc2Cl)n1C
 : 3 | -0.33 | -1.1
CSc1nc(-c2ccccc2)c(-c2ccccc2)[nH]1
 : / | -1.5 | -1.1
Cc1ccc2cccc(Oc3cnccn3)c2n1
 : / | 0.23 | 0.01
CCOC(=O)c1cc(-c2ccccc2)sc1NC(=O)c1ccc(OC)cc1
 : 42 | 0.47 | 0.69
O=C(CCCOc1ccc(Cl)cc1Cl)NCC1CCCO1 (stereo not given)
 : -56 | 0.22 | 0.13
O=c1cc(-c2ccccc2)n(S(=O)(=O)c2ccccc2)o1
 : -41 | -0.73 | -0.25
CCNc1ccc(S(=O)(=O)C(F)(F)F)cc1NC(=O)C12CCC(CC1)C2
 : 33 | 0.88 | 1.4
COc1cc(C(=O)NC(=S)Nc2ccc(NC(=O)c3ccco3)cc2)cc(OC)c1OC
 : -10 | -0.41 | 0.4
Nc1cccc(-c2nc3ccc(N)cc3s2)c1
 : 30 | -0.46 | -1
COc1ccc(-n2c(Cc3cccn3C)nnc2SCC(=O)Nc2ccc(C)c(Cl)c2)cc1
 : / | -1.4 | -0.42
COc1ccc(-c2[nH]c(-c3ccc(C)cc3)nc2SCC(=O)Nc2nccs2)cc1
 : 29 | -1.3 | -0.76
CN(C)C(=O)c1ccc(Oc2ccc(C(=O)N(C)C)cc2)cc1
 : 21 | -0.3 | -0.79
COc1cccc(-c2csc(N3CCN(CC(=O)NNC(=O)c4ccc(Cl)cc4)CC3)n2)c1
 : 27 | -1.5 | -1
O=C(Nc1cc(Sc2ccccn2)cc([N+](=O)[O-])c1)c1cccc(F)c1
 : 22 | -1.2 | -0.63
CCn1c(=O)cc(SCC(=O)N2CCN(c3ccccc3F)CC2)c2ccccc21
 : 21 | -0.77 | -0.8
COc1ccccc1-c1nnc(SC/C(O)=C(\C#N)c2nc3ccccc3[nH]2)n1C1CCCCC1
 : -57 | 0.32 | -0.04
Cn1c(-c2ccc(F)cc2)cnc1NCc1ccccc1
 : -21 | -1.2 | -0.82
COCCn1c(SCC(=O)Nc2cccc(S(N)(=O)=O)c2)nc2ccccc21
 : 34 | 1.9 | 1.8
CC(C)NC(=O)/C(=N\O)c1ccccc1
 : -30 | 0.13 | -0.98
O=C(O)COCC(=O)Nc1ccc2c(c1)CCC2
 : / | 0.22 | -0.02
O=C(/C=C/c1ccccc1)N/C(=C/c1ccccc1)C(=O)Nc1ccc(C(=O)O)cc1
 : -19 | 0.85 | 0.02
CCOc1cc(N2CCOCC2)c(OCC)cc1NC(=O)CCS(=O)(=O)c1ccc(Cl)cc1
 : / | 0.21 | 0.67
Cc1cc(N)n2ncc(-c3ccc(F)cc3)c2n1
 : 89* | -0.4 | 0.22
CCOc1ccc2nc(SCC(=O)c3ccc(C)s3)sc2c1
 : -27 | -0.64 | -0.73
CCOc1ccc(/C=N/NC(=O)c2ccc(Cn3cc(Br)cn3)o2)cc1
 : 42 | 0.14 | -0.52
O=C1NN(c2ccccc2)C(=O)/C1=C/c1coc2ccccc2c1=O
 : 30 | 0.13 | -0.02
CCC1(CC)C(=O)N(C)C(=O)NC1=NCc1ccccc1
 : -30 | 0.79 | -0.09
CCOC(=O)C(C(=O)Nc1ccc(C)cc1)C1CCCCC1 (stereo not given)
 : 12 | -1.2 | -1.4
CCc1nnc(NC2=NCCC2)s1
 : 57 | 0.45 | 0.8
S=C(NCc1ccco1)N1CCN(c2ccccn2)CC1
 : 5 | / | /
Cc1c(C(=O)N/N=C/c2ccccc2)sc(=S)n1C
 : 50 | 1.1 | 1.4
COC(=O)c1sc(NC(=O)COc2c(C)cccc2C)nc1C
 : -13 | / | /
CC(=O)c1cnc2cc(-c3cccc(Br)c3)nn2c1C
 : -7 | / | /

Compound activity from PubChem.
